# Screens (PubChem)
# D2 antag: HTS Assay for Allosteric Antagonists of the Human D2 Dopamine Receptor: Primary Screen for Antagonists; AID 485344, 2010; HEK293 TREx D2 cells, calcium flux, dopamine EC80; D(2) dopamine receptor (Homo sapiens), P14416; 340,000 tested, 2% active; inhibition, % at 10 µM; in the data active means inhibition above about 30%; further: 0% is about no effect
#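 Calcium flux kinetic readout in an inducible HEK293 TREx D2 line plated overnight at 30 C. After 180 s compound exposure, an EC80 dopamine challenge follows with another 180 s kinetic read to detect antagonism.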
# USP1-UAF1 inh: Inhibitors of USP1/UAF1: Primary Screen; recombinant USP1/UAF1, Ub-Rhodamine cleavage fluorescence; Potency, µM (series often up to 57.1 µM), for the others: top-dose activity change, negative = inhibition, most hits filed as inhibitors; 390,000 tested, 0.23% active; AID 743255, 2014; further: potency means the concentration at half of the fitted maximal effect; on the % scale 0 is the no-effect control and ±100 the full control effect; nearly all actives have a fitted effect of over 60% in size; inactives centre near -12
#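 USP1/UAF1 complex (1 nM) preincubated 15 min at room temperature with compound, then Ub-Rho substrate (150 nM final) added. Kinetic fluorescence at 480/540 nm over 6 reads at 60 s intervals; 50 mM HEPES pH 7.8, 0.5 mM EDTA, 0.1 mg/ml BSA, 1 mM TCEP, 0.01% Tween-20.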
# rTrxR1 inhibitor: qHTS Assay for Inhibitors of Mammalian Selenoprotein Thioredoxin Reductase 1 (TrxR1): qHTS | recombinant rTrxR1, NADPH fluorescence consumption, selenite substrate | Potency, µM (doses to about 114 µM), inactives show at the top dose activity change, negative = inhibition, usual class: inhibitors | 390,000 tested, 1% active | AID 588453, 2011; further: potency means the concentration at half of the fitted maximal effect; on the % scale 0 is the no-effect control and ±100 the full control effect; nearly all actives have a fitted effect of over 65% in size
#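 Rat TrxR1 (90 nM in the dispensed reagent) was pre-reduced with 400 uM NADPH for 5 min at room temperature, then incubated with compound for 15 min. After 400 uM selenite was added, NADPH fluorescence (Ex 340/Em 450 nm) was followed for 8 min.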
# PI4K2A inh: qHTS for small molecular inhibitors of PI4K2A; Phosphatidylinositol 4-kinase type 2-alpha (Homo sapiens), Q9BTU6; purified PI4K2A, ADP-Glo luminescence, 1 h; stronger effect = lower value; AID 1346378, 2018; activity change, negative = inhibition, % at 76.9 µM; 420,000 tested, 0.13% active; in the data active means activity change below about -50%; inconclusive means mostly about -30% to -49%;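 further: -100% = wells without enzyme as full effect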
# Target sequence (Q9BTU6 whole entry, looked up): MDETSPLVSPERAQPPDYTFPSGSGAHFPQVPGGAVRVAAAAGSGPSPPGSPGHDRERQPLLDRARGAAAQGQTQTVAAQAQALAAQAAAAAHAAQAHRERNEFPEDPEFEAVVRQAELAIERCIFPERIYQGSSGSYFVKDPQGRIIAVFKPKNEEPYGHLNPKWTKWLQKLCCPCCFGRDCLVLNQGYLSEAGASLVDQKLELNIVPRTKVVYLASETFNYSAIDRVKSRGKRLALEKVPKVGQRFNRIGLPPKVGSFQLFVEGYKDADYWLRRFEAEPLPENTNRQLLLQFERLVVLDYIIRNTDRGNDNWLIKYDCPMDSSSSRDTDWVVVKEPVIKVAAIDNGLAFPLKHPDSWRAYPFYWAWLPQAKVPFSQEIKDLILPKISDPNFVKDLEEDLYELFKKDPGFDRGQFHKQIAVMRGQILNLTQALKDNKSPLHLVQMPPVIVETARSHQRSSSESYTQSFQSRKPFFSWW
#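 Compounds are screened against recombinant PI4K2A using PI as substrate and ATP, the latter dispensed at 300 microM. Reactions run one hour at ambient temperature before ADP-Glo detection; full inhibition defined by wells lacking enzyme.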
# IDH1 R132H inh: qHTS for Inhibitors of mutant isocitrate dehydrogenase 1 (IDH1): qHTS | Isocitrate dehydrogenase [NADP] cytoplasmic (Homo sapiens), O75874 | IDH1-R132H enzyme, NADPH consumption, diaphorase/resazurin fluorescence | Potency, µM (titrated, usually from 76.6 µM), for inactives: top-dose activity change, negative = inhibition, actives largely listed as inhibitors | 390,000 tested, 0.093% active; further: potency means the concentration at half of the fitted maximal effect; on the % scale 0 is the no-effect control and ±100 the full control effect; nearly all actives have a fitted effect of over 65% in size
#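 IDH1-R132H (0.5 ug/mL dispensed) in pH 7.5 Tris buffer was preincubated 30 min with compound, then given a substrate mix of 0.016 mM NADPH and 2 mM alpha-KG for 80 min at room temperature; remaining NADPH was read by diaphorase/resazurin fluorescence.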
# TRHR agonist: qHTS for Small Molecule Agonists and Allosteric Enhancers of Human TRH Receptor: Primary Screen for Agonists; Thyrotropin-releasing hormone receptor (Homo sapiens), P34981; TRHR cells, calcium flux fluo-8, FDSS agonist mode; activation, % at 2 µM; 360,000 tested, 0.18% active; AID 493084, 2011; in the data active means activation above about 30%; further: 0% is about no effect
# Target sequence (P34981 whole entry, looked up): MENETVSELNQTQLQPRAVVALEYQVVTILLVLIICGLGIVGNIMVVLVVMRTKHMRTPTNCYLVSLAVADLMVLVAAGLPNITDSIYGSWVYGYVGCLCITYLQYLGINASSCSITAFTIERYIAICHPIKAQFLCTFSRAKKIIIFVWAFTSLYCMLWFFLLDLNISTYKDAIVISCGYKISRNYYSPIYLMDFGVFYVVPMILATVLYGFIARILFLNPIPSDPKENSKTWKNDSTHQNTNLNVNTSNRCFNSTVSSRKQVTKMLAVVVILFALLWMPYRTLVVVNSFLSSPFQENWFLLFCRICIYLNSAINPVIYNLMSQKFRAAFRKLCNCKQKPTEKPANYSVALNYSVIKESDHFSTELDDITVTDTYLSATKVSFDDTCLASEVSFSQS
#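 In this calcium-flux screen, cells bearing human TRHR are dye-loaded with fluo-8, baselined for 10 cycles, then exposed to library compounds; positive kinetic calcium responses during the agonist phase mark hits, with TRH as control.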
# TRHR enhancer: qHTS for Small Molecule Agonists and Allosteric Enhancers of Human TRH Receptor: Primary Screen for Enhancers; Thyrotropin-releasing hormone receptor (Homo sapiens), P34981; TRHR cells, fluo-8 calcium fluorescence, EC20 TRH enhancement; enhancement, % at 2 µM; 360,000 tested, 0.66% active; AID 493056, 2011; in the data active means enhancement above about 30%; further: 0% is about no effect
#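 TRHR-expressing cells loaded with fluo-8 calcium dye were read kinetically (ex 480/em 530) during compound addition, then stimulated with an EC20 of TRH (10 nM final). Enhancement of the Gq-mediated intracellular calcium response was scored.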
# D2 ag: HTS Assay for Allosteric Agonists of the Human D2 Dopamine Receptor: Primary Screen for Agonists | D(2) dopamine receptor (Homo sapiens), P14416 | HEK293 T-REx D2 cells, calcium flux agonist mode | activation, % at 2 µM | 340,000 tested, 0.53% active;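 active means activation over 3 SD above normal in the single-dose calcium agonist read, cut at about 30% in these data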; further: 0% is about no effect
#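 Calcium-flux readout, 1 cycle/sec over 180 s following compound pin transfer, in inducible HEK293 Trex D2 cells (force-coupled); dopamine controls included. Positive calcium responses during this window marked compounds as potential agonists.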
# TrxR1 substrate: qHTS Assay for Substrates of Mammalian Selenoprotein Thioredoxin Reductase 1 (TrxR1): qHTS; Thioredoxin reductase 1, cytoplasmic (Rattus norvegicus), O89049; purified TrxR1 substrate turnover, NADPH consumption readout; Potency, µM (series often up to 114 µM), without a hit: at the highest dose activity change, negative = substrate turnover; 390,000 tested, 0.01% active; AID 588456, 2011; further: potency means the concentration at half of the fitted maximal effect; on the % scale 0 is the no-effect control and ±100 the full control effect; nearly all actives have a fitted effect of over 50% in size
#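 Rat TrxR1, dispensed at 90 nM, was prereduced with 400 uM NADPH (final) for 5 min at ~22 deg C, then incubated with compound 15 min before 400 uM selenite. A first-read NADPH fluorescence drop versus no-compound background flagged substrates.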
# The depositor's hits bear a star; u = inconclusive; x = not tested or not shown; & = joins results of further samples; [ ] = dose if it differs, or a comment. Unless noted, the call rests on the fitted dose curve; in most records, active means well fitted inhibition curve with a large enough effect; inconclusive means small, poorly fitted or top-dose-only effect; inactive means no such curve, though single readings can be large or run the other way.
(1) CC(C)CCN1CCN(Cc2coc3ccccc3c2=O)CC1CCO (stereo unspecified)
(2) S=c1[nH]nc(CNc2ccc(Cl)cc2)n1Cc1ccccc1
(3) CC(=O)Oc1ccc(NC(=O)CSc2ccccc2)cc1
(4) CCOc1ccc(NC(=O)CSc2ncn[nH]2)cc1
(5) CC(C)=CC1C(C(=O)NCCOc2ccccc2)C1(C)C (stereo unspecified)
(6) C=CC[C@@H](CC(=O)NCCO)C(=O)N[C@@H](COC(=O)[C@@H](CC=C)Cc1ccc(F)cc1)Cc1ccccc1
(7) O=C1CCC(=O)N1c1ccc(-c2nc3sc4c(c3c(=O)o2)CCC4)cc1
(8) Cc1cc(CNC(=O)c2cc(COc3c(F)cccc3F)on2)nn1C
Assay by compound	1	2	3	4	5	6	7	8
D2 antag	-13	-5	1	16	-2	x	2	12
USP1-UAF1 inh	-23%	-10%	-3%	-7%&-25%	-19%	11%	0%	-8%
rTrxR1 inhibitor	2%	-1%[57.1 µM]	2%	24%&11%	14%	7%	9%[57.1 µM]	-8%
PI4K2A inh	-7	2	5	-3&-2	-1	-6	2	-5
IDH1 R132H inh	1%	0%	0%	9%&35%	-2%	5%	7%	0%
TRHR agonist	0.6	0.5	-0.9	-0.6&0.9	-0.5	x	0.8	0.0
TRHR enhancer	-2	-3	0	19&2	-9	x	-1	1
D2 ag	0.2	-1.0	-0.9	0.3&1.4	1.7	x	0.3	-0.5
TrxR1 substrate	6%	8%[57.1 µM]	1%	0%&-1%	4%	-6%	1%[57.1 µM]	-4%

(9) COc1cc(OC)c(NC(=O)CSCc2nc(-c3ccc(OC)c(OC)c3)no2)cc1Cl
(10) Cc1c(C(=O)N(C)C)sc2c1c(=O)n(-c1ccccc1C(F)(F)F)c(=O)n2Cc1ccccc1C#N
(11) CC(C)(CNC(=O)Cc1ccc(Br)cc1)N1CCOCC1
(12) Cc1ccc(-c2ccc(=O)n(CC(=O)NCCCN3CCCCC3)n2)cc1
(13) COc1ccc(S(=O)(=O)NCC(=O)NCc2cc(=O)n(C)c(=O)n2C)cc1
(14) O=C(CSc1nc(-c2ccccc2)[nH]c1-c1ccccc1)Nc1ccc2c(c1)OCCO2
(15) Cc1cccc(NC(=O)Cc2ccc(-c3ccccc3)cc2)n1
(16) CCCn1c(N)c(N(CCOC)C(=O)c2ccc(-c3ccccc3)cc2)c(=O)[nH]c1=O
Assay by compound	9	10	11	12	13	14	15	16
D2 antag	x	x	-2	-6	6	x	x	-20
USP1-UAF1 inh	-12%	u	-17%	-20%	-12%	-18%	-24%	-11%
rTrxR1 inhibitor	9%	10%[57.1 µM]	22%[57.1 µM]	1%	19%	2%	10%	2%
PI4K2A inh	3	11	6	0	-2	-1	-3	-1
IDH1 R132H inh	-10%	23%	11%	2%	-13%	15%	-2%	6%
TRHR agonist	-0.4	-0.1	0.1	-1.0	0.3	0.7	1.3	0.0
TRHR enhancer	5	6	-1	21	-4	0	-5	-2
D2 ag	0.8	0.4	-0.2	0.9	0.3	-0.7	x	0.1
TrxR1 substrate	-8%	-1%[57.1 µM]	7%[57.1 µM]	19%	1%	3%	1%	-2%

# Fetched by compound from the entries so far (three):
(11) CC(C)(CNC(=O)Cc1ccc(Br)cc1)N1CCOCC1
(12) Cc1ccc(-c2ccc(=O)n(CC(=O)NCCCN3CCCCC3)n2)cc1
(9) COc1cc(OC)c(NC(=O)CSCc2nc(-c3ccc(OC)c(OC)c3)no2)cc1Cl
Assay by compound	11	12	9
D2 antag	-2	-6	x
USP1-UAF1 inh	-17%	-20%	-12%
rTrxR1 inhibitor	22%[57.1 µM]	1%	9%
PI4K2A inh	6	0	3
IDH1 R132H inh	11%	2%	-10%
TRHR agonist	0.1	-1.0	-0.4
TRHR enhancer	-1	21	5
D2 ag	-0.2	0.9	0.8
TrxR1 substrate	7%[57.1 µM]	19%	-8%

# Other records
(17) O=C(O)c1c2c(nc3ccc(S(=O)(=O)N4CCC(C(=O)NCc5ccc(Cl)cc5)CC4)cc13)CCCC2
(18) Cc1ccc(S(=O)(=O)c2nnn(CC(=O)Nc3ccccc3C)c2N)cc1
(19) CCCCNC(=O)C1CCN(Cc2nc(-c3ccc(OC)c(OC)c3)oc2C)CC1
(20) Cn1c(SCC(=O)N2CCc3ccccc3C2)nnc1-c1ccncc1
(21) CCOC(=O)C1NN=C(C(=O)c2ccc(C)cc2)C1c1ccc(C)cc1 (stereo unspecified)
(22) COc1ccc(C2=NOC(C(=O)N3CCCc4ccccc43)C2)cc1 (stereo unspecified)
(23) Cc1cc(C)cc(C(=O)Nc2cc3c4c(c2)CC(=O)N4CCC3)c1
(24) N#Cc1cc(NC(=O)c2ccc(F)cc2)c(=O)n2c1[nH]c1ccccc12
Assay by compound	17	18	19	20	21	22	23	24
D2 antag	-18	x	x	1	6	13	-4	10
USP1-UAF1 inh	-23%&0%	u	-21%	-17%	-11%	5%	-19%	x
rTrxR1 inhibitor	1%&2%	30%	19%	9%[57.1 µM]	-14%	15%	-6%	x
PI4K2A inh	-5&-6	-3	0	-6	7	2	2	x
IDH1 R132H inh	0%	-9%	0%	1%	2%	9%	4%	x
TRHR agonist	0.2&0.3	1.9	0.0	0.1	0.2	-0.3	-0.1	2.2
TRHR enhancer	-4&3	4	2	-1	2	-15	-1	0
D2 ag	0.0	1.2	-0.1	5.9	-0.6	-0.3	1.3	4.2
TrxR1 substrate	1%&-2%	4%	13%	12%[57.1 µM]	-8%	0%	-9%	x

(25) COc1ccc(CCNC(=O)CC2Oc3ccc(Cl)cc3NC2=O)cc1OC (stereo unspecified)
(26) CCC(=O)N(CCc1ccccc1)Cc1cc2cc(C)ccc2[nH]c1=O
(27) O=C(NCc1cccnc1)C(=O)NCC1OCCN1S(=O)(=O)c1cc(F)ccc1F (stereo unspecified)
(28) O=C(NCc1ccc(F)cc1)C1CCN(S(=O)(=O)N2CCOCC2)CC1
(29) COc1cc(C2c3c(-c4c(C)cc(C)cc4O)n[nH]c3C(=O)N2Cc2ccco2)cc(OC)c1OC (stereo unspecified)
(30) CC(=O)C1(C)N(O)C(C)(C)C(c2cccs2)=[N+]1[O-] (stereo unspecified)
(31) CC(C)Oc1ccc(C(=O)N(Cc2ccc(N(C)C)cc2)C2CCS(=O)(=O)C2)cc1 (stereo unspecified)
(32) CCN(CC)C(=O)COn1c(SCC(=O)N(CC)CC)nc2ccccc2c1=O
Assay by compound	25	26	27	28	29	30	31	32
D2 antag	2	12	14	-4	x	5	x	7
USP1-UAF1 inh	-18%	-7%	-21%	4%	-18%	-10%	-11%	-15%
rTrxR1 inhibitor	-13%[57.1 µM]	6%	9%	9%[57.1 µM]	-5%	u	9%	1%[57.1 µM]
PI4K2A inh	-1	2	3	-1	-4	6	-4	4
IDH1 R132H inh	-2%	7%	-9%	-4%	x	-3%	13%	-1%
TRHR agonist	-0.3	0.2	0.3	1.3	-1.1	0.0	0.6	-0.1
TRHR enhancer	6	5	11	12	-5	8	3	5
D2 ag	-0.1	2.2	0.8	1.1	0.3	-0.1	x	-0.1
TrxR1 substrate	0%[57.1 µM]	2%	6%	0%[57.1 µM]	-4%	4%[57.1 µM]	-1%	3%[57.1 µM]

(33) CC1(C)CC(NC(=O)Cc2ccccc2)CC(C)(C)N1
(34) Cc1cccc(C(=O)Nc2ccc(C(=O)/C=C/c3ccncc3)cc2)c1
(35) CCN(c1ccccc1)S(=O)(=O)c1ccc(OC)c(NC(=O)Cn2cnc3c2c(=O)n(C)c(=O)n3C)c1
(36) Cc1ccc(SCC2=NN(c3nc(C)cc(C)n3)C(=O)C2)cc1
(37) CCc1ccc2oc(-c3cccc(N)c3)nc2c1
(38) Cc1c(Cl)cccc1NC(=O)c1ccc(OCC(=O)NCc2ccccc2)cc1
(39) COc1ccccc1NC(=O)c1cc(S(=O)(=O)NCc2ccccc2)ccc1F
(40) COc1ccccc1-n1cnc2cc(NCc3cccs3)ccc21
(41) CCOc1ccccc1NC(=O)Nc1ccncc1
(42) O=C(COC(=O)COc1ccc(Br)cc1)NC1CCCCCC1
(43) COn1c(C)c(C(C)=O)c2c3nonc3ccc21
Assay by compound	33	34	35	36	37	38	39	40	41	42	43
D2 antag	-6	1	9	-13	-6	-2	-18	-3	-18	10	5
USP1-UAF1 inh	-15%	-13%	u	-8%	-7%	3%	-16%	-20%	-7%	-19%	-18%
rTrxR1 inhibitor	2%	-10%	35%[57.1 µM]	-12%[57.1 µM]	-4%	16%	18%	-5%	12%	-8%	13%[57.1 µM]
PI4K2A inh	-3	-6	0	-2	-15	-5	-10	-2	-5	2	1
IDH1 R132H inh	11%	-5%	6%	15%	-3%	-3%	-11%	2%	1%	-8%	1%
TRHR agonist	0.7	-0.2	0.4	0.2	-0.1	-0.5	-2.7	-0.4	0.3	-0.7	0.7
TRHR enhancer	-7	-7	-4	-1	4	-6	-3	-4	-3	-1	-2
D2 ag	0.1	0.6	-0.3	0.1	0.1	-1.5	-1.6	-0.2	-1.2	-2.3	0.1
TrxR1 substrate	-3%	-3%	-14%[57.1 µM]	5%[57.1 µM]	79%[activator]	2%	8%[57.1 µM]	4%	2%	-7%	9%[57.1 µM]

# Compounds were not picked by outcome; any-hit rate near 3.9%.
